Screening data from PubChem BioAssay.
ADAM17 inh: ADAM17 inhibition, QFRET primary screen | P78536 | recombinant ADAM17, EDANS/DABCYL FRET peptide cleavage | inhibition, % at 6.95 µM | 370,000 tested, 0.83% active | AID 720648;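 active = inhibition above the mean of compounds lying between control limits plus 3 SD, set per campaign, cut at about 8.5% in these data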;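 note: 0% = DMSO-only wells as the low control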
Target sequence (P78536 215-824 limits assumed): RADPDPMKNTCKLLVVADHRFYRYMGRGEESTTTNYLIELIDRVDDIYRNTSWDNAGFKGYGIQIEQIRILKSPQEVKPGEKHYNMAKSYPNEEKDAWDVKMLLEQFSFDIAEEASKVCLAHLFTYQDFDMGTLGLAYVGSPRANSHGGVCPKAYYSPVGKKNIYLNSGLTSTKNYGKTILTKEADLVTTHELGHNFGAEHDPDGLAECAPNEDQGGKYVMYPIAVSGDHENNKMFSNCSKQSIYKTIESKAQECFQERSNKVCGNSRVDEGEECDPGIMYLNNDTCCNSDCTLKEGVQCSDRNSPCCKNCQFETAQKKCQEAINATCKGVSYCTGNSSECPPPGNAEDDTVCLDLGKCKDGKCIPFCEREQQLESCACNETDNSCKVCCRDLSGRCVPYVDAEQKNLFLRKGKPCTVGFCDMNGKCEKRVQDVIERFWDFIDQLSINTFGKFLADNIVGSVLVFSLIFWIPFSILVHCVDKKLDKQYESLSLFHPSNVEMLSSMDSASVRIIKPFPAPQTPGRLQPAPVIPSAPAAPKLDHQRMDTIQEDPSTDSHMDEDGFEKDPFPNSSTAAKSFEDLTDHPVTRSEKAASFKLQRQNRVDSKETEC
PLC-beta3 inh: inhibitors of human phospholipase C beta3; Purified PLC-beta3, fluorogenic substrate, fluorescence; inhibition, % at 12.2 µM; Q01970; 370,000 tested, 0.18% active; in the data active = inhibition above about 11%;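 note: 0% = median of compound wells on plate and 100% = full blocker control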
PLC-gamma1 inh: inhibitors of human phospholipase C gamma1; inhibition, % at 12.2 µM; 370,000 tested, 0.84% active; purified PLC-gamma1, fluorogenic substrate, fluorescence; AID 720700; P19174; in the data active = inhibition above about 9.5%
ADAM10 inh: ADAM10 inhibition, QFRET primary screen. inhibition, % at 7 µM. 370,000 tested, 0.62% active. AID 720582. recombinant ADAM10, EDANS/DABCYL FRET peptide cleavage, 3 h;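 active = inhibition above a per-campaign cutoff equal to the mean of compounds falling between control-based bounds plus 3 SD, cut at about 20% in these data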;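 note: 0% = DMSO wells while the 100% control is not disclosed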
SIAE primary: blocks human sialic acid acetylesterase. inhibition, % at 9.66 µM. Q9HAT2. SIAE FP-Rh probe binding, fluorescence polarization. 370,000 tested, 0.69% active;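 active = inhibition above a cutoff: mean of compounds within the control limits plus 3 SD of those, cut at about 17% in these data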;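 note: 0% = plate median of compound wells and 100% = probe without SIAE protein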
Tn7 DDE FP: inhibitors of Tn7 peptide binding to human fibrin DD(E). 370,000 tested, 0.13% active. P02675. inhibition, % at 8.3 µM. FP displacement of FITC-Tn7 peptide from fibrin DD(E); 0% = median of compound wells per plate;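 active = inhibition above the mean of compounds falling within the control limits plus 3 SD of them, cut at about 14% in these data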;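 note: 0% = plate median of compound wells and 100% = 10 µM Aha-Tn7 peptide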
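assay system = human clot-derived fibrin DD(E) complex | quantity = Fibrin-DD(E) at 2 µM final | timing = 10 min preincubation, 3 h with tracer, room temperature | signal = fluorescence polarization | measure = percent inhibition | benchmarks = high control wells with 10 µM unlabelled Aha-Tn7 peptide (full inhibition) | replicates = singlicate testing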
TDP2 absorb: TDP2 (human) inhibition, absorbance primary screen. O95551. recombinant TDP2, T5PNP hydrolysis, p-nitrophenol absorbance 415 nm. inhibition, % at 12.8 µM. 370,000 tested, 0.34% active. AID 720702;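 active = inhibition above the mean of all tested compounds plus 3 SD, set per campaign, cut at about 25% in these data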;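 note: 0% = DMSO with enzyme and 100% = buffer with substrate but no TDP2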
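Read-out basis: percent inhibition. System: recombinant human TDP2. Buffer or medium: Mg2+-containing Tris-HCl buffer, pH 7.5. Repeats: single replicate. Timing: reaction 2 h, 37 °C. Benchmarks: high control without enzyme, low control DMSO plus TDP2. Probe or stimulus: 5 mM T5PNP. Doses: 12.8 µM only. Measured by: epi absorbance of p-nitrophenol freed from T5PNP by hydrolysis.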
DDE Tn6 FP inh: inhibitors of Tn6 peptide binding to human fibrin DD(E). P02675. Fibrin DD(E) TRITC-Tn6 fluorescence polarization displacement. inhibition, % at 8.3 µM. 370,000 tested, 0.21% active. AID 720509;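 active = inhibition above a per-campaign cutoff: mean of compounds within control limits plus 3 SD, cut at about 15% in these data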;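 note: 0% = median of all compound wells on the plate and 100% = blocking peptide control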
ASAP1 inh: inhibitors of human ASAP1 ArfGAP activity | inhibition, % at 16.5 µM | ASAP1-stimulated ARF1 GTP hydrolysis, GDP FP detection | 360,000 tested, 0.19% active | Q9ULH1; in the data active = inhibition above about 25%;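 note: 0% = vehicle with enzyme and substrate and 100% = no enzyme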
ARFGAP1 inh: rat ARFGAP1 inhibition | inhibition, % at 16.5 µM | AID 651572 | 360,000 tested, 0.26% active | Q62848 | Arfgap1-stimulated ARF1 GTP hydrolysis, GDP FP detection;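 active = inhibition above a per-plate limit, mean inhibition of low control wells plus 3 SD, cut at about 25% in these data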;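 note: 0% = DMSO wells with enzyme and 100% = wells lacking Arfgap1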
Target sequence (Q62848 1-136 limits assumed): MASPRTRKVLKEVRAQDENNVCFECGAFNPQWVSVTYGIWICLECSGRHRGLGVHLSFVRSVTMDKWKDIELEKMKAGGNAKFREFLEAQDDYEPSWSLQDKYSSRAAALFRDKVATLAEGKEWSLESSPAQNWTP
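System: truncated rat Arfgap1 GAP domain / Medium: HEPES-based buffer, pH 7.5 / Also added: N-terminally truncated human ARF1-GTP substrate / Incubation: enzyme reaction 120 min at 25 °C after 20 min preincubation / Measured by: FP of antibody-bound GDP Alexa 633 tracer, ex 620/em 688 nm / Replicates: singlicate, each compound tested once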
* marks the source's active call; other numbers are inactive results; i = inactive.

SMILES	ADAM17 inh	PLC-beta3 inh	PLC-gamma1 inh	ADAM10 inh	SIAE primary	Tn7 DDE FP	TDP2 absorb	DDE Tn6 FP inh	ASAP1 inh	ARFGAP1 inh
CCC1=NN(C(=O)c2cccc([N+](=O)[O-])c2)C(O)(c2ccc(C)cc2)C1 (stereo not drawn)	-0.6	-2.7	-0.2	8.0	3.0	1.1	3.9	-1.6	0.6	5.9
CCOc1cc(/C=N/NC(=O)C(=O)NCc2cccnc2)ccc1O	0.4	-6.8	1.8	5.1	2.8	4.3	5.5	-0.4	-1.7	10.0
COc1ccccc1C(N)=S	-4.5	-2.3	-0.1	-9.4	3.3	0.3	7.8	1.4	-3.0	-10.2
Cc1ccc(S(=O)(=O)N2CCC(C(N)=O)CC2)cc1[N+](=O)[O-]	-5.2	-7.8	-9.3	-11.8	0.5	-6.7	-16.3	1.4	2.4	4.1
CCOc1ccccc1NC(=O)CSc1nnc(CNC(=O)COc2ccc(Cl)cc2)o1	-3.8	-0.1	-1.7	1.9	-2.9	5.7	2.9	-4.5	-4.4	-1.1
COc1ccc(C)cc1-n1nnnc1SCC(=O)c1ccc2c(c1)OCCO2	3.3	-1.5	-1.1	13.1	-5.3	0.5	0.1	7.5	5.7	-0.4
CC/C(CC(=O)C(F)(F)F)=N\NC(=O)/C(C#N)=C/N(C)C	-0.2	-5.8	-0.8	0.2	-195.9	-2.4	-6.8	1.0	-11.2	9.2
CC(=O)c1sc(NC(=O)CCCOc2ccc(Cl)cc2)nc1C	1.0	-5.5	0.2	1.3	-3.1	-6.5	5.4	-2.7	3.2	13.8
CC(NC(=O)NC1CCCCC1)C(c1cccs1)N1CCN(Cc2ccccc2)CC1 (stereo not drawn)	0.6	2.5	-0.7	-7.0	2.1	-2.9	-2.7	2.7	-1.0	8.7
O=C(NCCCn1ccnc1)C(=O)c1cn(CC(=O)N2CCCCCC2)c2ccccc12	-3.2	-1.4	1.5	8.2	-3.1	1.7	3.2	-2.4	-3.0	0.2
COc1ccccc1CC(NC(C)=O)C(=O)NC1CCN(C(=O)Nc2cccc(F)c2)CC1 (stereo not drawn)	0.3	2.8	-0.6	8.8	2.3	7.3	13.3	6.2	-12.3	-3.2
Cc1noc(C)c1NC(=O)Nc1cccc2c1O[C@H](CN(C)S(=O)(=O)c1cccs1)[C@@H](C)CN([C@H](C)CO)C2=O	0.2	2.7	2.6	1.4	-0.8	-9.5	-7.0	10.1	7.9	9.7
COc1ccc(CCN(C)C(=O)CSc2ncnc3sccc23)cc1OC	-1.8	-1.0	-3.3	5.3	4.7	2.2	7.0	5.2	-0.8	-2.5
Cc1[nH]nc2c1C(c1ccc(OC(=O)c3ccco3)cc1)C(C#N)=C(N)O2 (stereo not drawn)	4.1	2.9	6.3	8.2	-4.4	-4.9	-12.2	2.0	-17.9	-4.2
COc1cccc(CC(NC(C)=O)C(=O)NC2CCN(c3c(Cc4ccccc4)c(C)nc4ncnn34)CC2)c1 (stereo not drawn)	-3.9	2.5	-0.8	-2.7	9.1	-3.9	7.2	-6.4	1.2	0.4
Cc1cc(C)c(CN2CCN(CCCn3ccc(NC(=O)OCc4ccccc4)nc3=O)CC2)c(C)c1	2.4	2.7	0.0	-8.0	3.7	-0.6	2.5	7.5	-5.2	-8.0
CCCC(=O)N(CCN1CCOCC1)c1nc2c(OC)ccc(C)c2s1	-3.6	-5.1	1.6	-7.1	-4.5	3.5	1.9	-4.9	-4.4	5.5
CCOC(=O)N1CCN(C(=O)CSc2nc3c([nH]c4ccccc43)c(=O)n2CC)CC1	-4.5	-3.4	0.8	-5.5	0.5	-5.8	-6.7	1.4	-1.1	1.3
NC(CSC12CC3CC(CC(C3)C1)C2)C(=O)O (stereo not drawn)	-3.3	1.0	-0.5	5.0	-4.5	1.9	-2.9	3.7	6.4	-4.3
O/N=C(\C[n+]1ccccc1)c1ccc(Br)cc1	-4.5	-2.0	0.6	-2.4	-4.4	-3.2	-4.5	4.4	-8.4	-6.7
CCCC(=O)Nc1ccc(NCc2ccc(C)s2)cc1	-5.0	-10.2	-4.5	-1.9	-5.2	-4.4	3.2	-3.5	8.7	-4.7
O=C(CSc1cccc2cccnc12)N1CCCC1	-114.5	-191.7	-157.9	-343.9	-0.5	4.3	-2.7	-0.6	-2.2	2.3
COc1ccc(C(=O)NC2CCCc3c2cnn3-c2cc(F)cc(F)c2)c(OC)n1 (stereo not drawn)	-1.2	-6.3	3.4	5.2	-0.2	-5.8	5.6	7.1	2.8	2.6
CCOc1ccc(N2C(=O)NC(Cc3c[nH]c4ccccc34)C2=O)cc1 (stereo not drawn)	0.9	4.0	5.2	5.0	-3.4	1.9	-1.6	1.7	11.8	8.8
COc1ccc(C2CC(=O)c3cnc(Nc4cc(C)cc(C)c4)nc3C2)cc1 (stereo not drawn)	-2.7	-31.2	-11.5	-2.3	-3.6	-5.9	-5.3	-10.9	5.9	-8.2
(next part)
SMILES	ADAM17 inh	PLC-beta3 inh	PLC-gamma1 inh	ADAM10 inh	SIAE primary	Tn7 DDE FP	TDP2 absorb	DDE Tn6 FP inh	ASAP1 inh	ARFGAP1 inh
CCc1cc2c(=O)c(-c3ccc4c(c3)OCCO4)coc2c(CN2CCCCC2C)c1O (stereo not drawn)	-298.4	i	i	i	9.0	7.2	-11.2	-7.3	1.8	-6.7
CC(C)c1ccc(/C=N/NC(=O)c2c(Cl)cnn2C)cc1	-4.6	-2.0	-1.9	1.1	1.2	-2.1	5.0	-1.5	-3.5	9.7
CNc1nc(-c2c[nH]c3ccccc23)cs1	-0.3	-18.2	-12.2	6.0	4.8	-3.4	4.3	-0.7	10.5	30.8*
Cn1c(=O)c2c(nc(NC3CCCCC3)n2Cc2ccccc2)n(C)c1=O	-2.1	-2.0	1.4	-5.7	2.7	2.2	5.5	-10.3	-3.0	-2.3
O=C(OCCNc1nc(-c2ccccc2)nc2ccccc12)c1cccnc1	0.6	2.0	2.0	3.7	-6.8	-6.3	7.3	5.0	-2.3	3.9
COc1cccc(/C=N/NC(=O)Cn2ccnc2C)c1	-0.5	1.1	1.5	-3.4	1.6	3.8	-7.4	3.4	1.5	0.8
Cc1c(NC(=O)C(C)Oc2cccc(Cl)c2)c(=O)n(-c2ccccc2)n1C (stereo not drawn)	-1.5	3.5	4.1	-0.8	2.9	8.1	1.4	0.7	-2.5	3.3
CNNC(=O)C(=O)NNS(=O)(=O)c1ccccc1	-2.5	2.1	2.1	-1.1	3.8	0.3	1.3	-3.0	10.8	3.8
CCC(C(=O)NC1CCCC1)N(C(=O)Cn1nnc(-c2ccc(C)cc2)n1)C1CCCC1 (stereo not drawn)	0.5	-0.8	3.3	5.3	3.8	-4.7	-3.2	-11.8	2.8	7.9
Cc1onc(-c2c(Cl)cccc2Cl)c1NC(=O)NNc1ccccn1	-6.5	-7.1	-4.2	3.0	-8.6	3.1	-2.6	-4.6	4.4	10.0
COc1cc(NC(=O)c2cccnc2SC)cc(OC)c1	-4.2	-2.1	0.6	0.1	-6.5	1.0	10.9	-0.9	-3.0	-1.5
O=C(Nc1cccc2nsnc12)c1cccnc1	-8.3	-177.8	-159.1	-24.6	4.5	-1.7	0.5	4.1	-5.1	-5.7
CN1C(=O)CSC1=Nc1cccc(Cl)c1	2.2	-3.3	-20.4	7.1	0.5	1.4	-3.2	-4.6	-2.0	-10.6
CCCCOc1ccccc1C(=O)NCCCCCC(=O)O	-6.3	-0.1	-1.1	6.7	-7.4	9.6	10.8	0.1	1.2	10.5
Fc1ccc(COc2ccccc2C(=S)N2CCCC2)cc1	1.3	6.5	3.4	3.8	3.5	3.7	-0.6	-6.6	12.9	-10.3
CCCOc1ccc(/C=C/C(=O)NC2CCCCC2)cc1	-3.5	-9.8	-1.1	-0.6	-2.6	7.7	-4.2	0.5	-3.4	6.4
O=C1NC[C@H](CCCCN2C[C@H](Cc3ccc(O)cc3)N(CCc3ccccc3)C(=O)C2=O)N(CC2CCCCC2)C1=O	-0.3	0.1	3.4	2.6	7.5	-1.9	-1.4	4.6	-0.6	7.9
COC(=O)C1=C(C)NC2=C(C(=O)CCC2)C1c1coc2ccccc2c1=O (stereo not drawn)	-10.0	-57.4	-41.7	-21.0	5.4	1.3	7.3	6.1	-8.5	-6.6
CCC(=O)Oc1ccc2ccccc2c1CNC(=O)c1ccccc1	3.2	-0.6	2.8	5.6	-6.7	7.1	8.8	-7.8	2.8	-4.5
COCC1CCCCN1C(=O)c1cccc(OC2CCN(C(=O)C3CC3)CC2)c1 (stereo not drawn)	-4.2	-4.7	-0.4	-14.0	-3.8	0.6	-14.0	-0.2	12.1	-8.2
COc1ccc(OC(C)C(=O)NC2CCCCCC2)cc1 (stereo not drawn)	-0.8	-2.4	-0.8	-10.2	-4.5	3.4	-0.1	3.6	16.2	-15.4
COc1ccc2c(=O)c(N3C(=O)c4ccccc4C3=O)c(C)oc2c1	-33.7	-56.6	-46.6	-103.2	-5.3	4.4	3.2	-3.2	9.4	13.2
CCCCNC(=O)N1CCC(CCC(=O)N(C)Cc2ccccc2)CC1	-1.9	-3.6	3.5	-2.6	-1.8	-6.8	0.0	1.3	18.2	7.3
O=C(NCc1ccccc1)[C@@H]1CCCN1C(=O)[C@H]1CCCN1C(=O)c1ccccc1C(F)(F)F	-1.9	0.2	0.5	0.4	0.3	1.1	5.3	-1.0	-1.8	-5.1
COc1cccc(NC(=O)[C@@H]2CCC(=O)N2C2OC(=O)c3ccccc32)c1 (stereo partly drawn)	-2.1	1.3	1.8	-11.4	-10.5	7.4	1.3	-9.6	1.3	6.4
Cc1cccc(S(=O)(=O)NCCc2cn3ccccc3n2)c1	0.5	1.5	-2.4	2.1	5.5	-9.7	-10.8	-10.2	-6.0	-10.5
O=C1CSc2ccc(S(=O)(=O)N3CCN(c4ccccc4)CC3)cc2N1	-1.8	-2.6	3.7	6.1	1.9	-5.0	-13.0	-0.6	4.0	-6.3

Taken from above, two compounds:
SMILES	ADAM17 inh	PLC-beta3 inh	PLC-gamma1 inh	ADAM10 inh	SIAE primary	Tn7 DDE FP	TDP2 absorb	DDE Tn6 FP inh	ASAP1 inh	ARFGAP1 inh
CCc1cc2c(=O)c(-c3ccc4c(c3)OCCO4)coc2c(CN2CCCCC2C)c1O (stereo not drawn)	-298.4	i	i	i	9.0	7.2	-11.2	-7.3	1.8	-6.7
CC(C)c1ccc(/C=N/NC(=O)c2c(Cl)cnn2C)cc1	-4.6	-2.0	-1.9	1.1	1.2	-2.1	5.0	-1.5	-3.5	9.7

This is a random part of the collection (roughly 3.6% active in at least one column).
